Source: PubChem
T cell HTS – modulates CD8 T cell binding to vesicles | 2C CD8+ T cell-vesicle binding, flow cytometry; stronger effect = lower value | calls only at 7 µM | actives 0.068% (n = 330,000);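 active = response, share of CD8 T cells binding vesicles, and their 90th percentile fluorescence all below set limits, cut at about 80% in these data, passing the limit was not always enough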
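incubation = binding step 1.5 h, 37 °C, antibody labelling 20 min, ice | test system = 2C mouse CD8+ T cells | read-out basis = percent CD8+ FL2 mean versus row control | controls = Peptide-free naked vesicles (low) and QL9 vesicles with 0.7% DMSO vehicle (high) | detection = flow cytometry of vesicle-bound cells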
GPR35 antagonists – GPR35 antagonists blocking zaprinast-driven arrestin recruitment, primary screen, imaging, U2OS, beta-arrestin-GFP, zaprinast agonist (AID 2058); U2OS GPR35 beta-arrestin-GFP translocation imaging, zaprinast antagonism; higher % means a stronger effect; inhibition, % at 10 µM; hits with a dose series show IC50 in µM; actives 0.052% (n = 290,000);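 active = inhibition of at least 50% with at least 30 cells and total cytoplasm GFP at most 10,000,000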
Salmonella PhoP GFP – inhibitors of PhoP regulon expression, primary screen, Salmonella Typhimurium, GFP reporter (AID 1863). S. Typhimurium PhoP-regulated promoter GFP reporter, 4 h; higher % means a stronger effect. inhibition, % at 50 µM; hits with a dose series show IC50 in µM. actives 0.16% (n = 300,000);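 active = inhibition over 29.93%, a cutoff 3 SD above the screen mean, later confirmed by dose response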;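 also: 0% = low Mg2+ inducing control and 100% = high Mg2+ repressing control; strong numbers were not always called active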
GPR55 LPI antagonism – GPR55 antagonists blocking LPI-driven arrestin recruitment, primary screen, imaging, U2OS, beta-arrestin-GFP, LPI agonist (AID 2013); U2OS GPR55 beta-arrestin-GFP translocation imaging, LPI antagonism; higher % means a stronger effect; inhibition, % at 10 µM; hits with a dose series show IC50 in µM; actives 0.13% (n = 290,000);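 active = spots per cell inhibited over 60%, with over 100 cells counted and total cytoplasm intensity under 500,000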;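 also: U2OS cells stably carrying GPR55 and arrestin-GFP stimulated by 5 µM LPI near EC80; imaged beta-arrestin-GFP aggregate spots per cell after agonist stimulation; plate controls were LPI-stimulated DMSO wells for no effect and DMSO wells without LPI for full effect; some results filed as inactive read as strong as hits; confirmed hits need IC50 under 10 µM and bright autofluorescent wells are also inconclusive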
NTR1 ag – NTR1-driven beta-arrestin-GFP spot formation – imaging, U2OS cells, high content, primary screen (AID 493036); P30989; agonist mode; activation, % at 20 µM; actives 0.17% (n = 330,000);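 active = activation at or above 40% of the spot to cytoplasm intensity ratio, with at least 20 cells analyzed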;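 also: 0% = DMSO without peptide and 100% = 100 nM NTR1 peptide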
Target sequence (P30989 whole entry, looked up): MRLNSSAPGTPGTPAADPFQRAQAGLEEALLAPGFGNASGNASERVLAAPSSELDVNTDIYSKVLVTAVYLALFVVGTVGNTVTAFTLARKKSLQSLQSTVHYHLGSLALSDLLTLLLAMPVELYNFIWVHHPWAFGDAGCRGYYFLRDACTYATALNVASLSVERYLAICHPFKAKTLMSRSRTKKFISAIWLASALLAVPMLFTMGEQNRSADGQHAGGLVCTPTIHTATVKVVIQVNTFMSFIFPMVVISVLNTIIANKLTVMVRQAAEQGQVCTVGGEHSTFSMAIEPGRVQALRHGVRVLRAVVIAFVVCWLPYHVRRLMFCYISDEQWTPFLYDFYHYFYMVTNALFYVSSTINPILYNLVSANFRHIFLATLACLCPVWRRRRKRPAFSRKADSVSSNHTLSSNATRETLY
KOR beta-arrestin-1 – kappa opioid receptor activators – cell-based, luminescence, uHTS, primary screen (AID 1777). activation, % at 10 µM; hits with a dose series show EC50 in µM. KOR beta-arrestin recruitment, luminescence; higher % means a stronger effect. actives 0.02% (n = 280,000); in the data active = activation above about 50%, passing the limit was not always enough; also: a part of the inactive calls stands beside numbers as strong as those of hits
GPR55 beta-arrestin – GPR55 agonists via beta-arrestin recruitment, primary screen, imaging, U2OS cells, beta-arrestin-GFP redistribution (AID 1961). activation, % at 10 µM, or EC50 in µM where a hit was titrated. U2OS GPR55 beta-arrestin-GFP redistribution imaging; higher % means a stronger effect. actives 0.048% (n = 290,000);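 active = activation above 40% with more than 50 cells counted in the well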;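 also: U2OS osteosarcoma cells stably expressing GPR55 and beta-arrestin-GFP; plate controls were DMSO negative control for no effect and LPI positive control for full effect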
West Nile antiviral – West Nile virus antiviral activity, cell-based, CPE readout (AID 1621) | CPE inhibition, % at 10 µM; hits with a dose series show IC50 in µM | actives 0.02% (n = 290,000) | West Nile virus-infected cells, CPE inhibition; higher % means a stronger effect; in the data active = a potency from the dose series; also: strong numbers were not always called active
KOR beta-arrestin-2 – kappa opioid receptor blockers – cell-based, luminescence, uHTS (AID 1778); KOR beta-arrestin recruitment, luminescence, antagonist mode; higher % means a stronger effect; inhibition, % at 10 µM; hits with a dose series show IC50 in µM; actives 0.091% (n = 290,000); in the data active = inhibition above about 50%; also: strong numbers were not always called active
T cell HTS vesicle-bound % – second read-out of T cell HTS, no call of its own (marks repeat the call); double positive events, %; measured here: CD8+ vesicle-bound cell fraction;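 binding gate set so that unloaded-vesicle control wells show 10% double positive cells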
NTR1 ag cell count 20 µM – further read-out of NTR1 ag, marked with its call; cell count; measured here: cell count, cytotoxicity flag
Active calls of the source: *; i = inactive; nt = no result given; [ ] = remark or other dose.

The line under a structure holds: T cell HTS | T cell HTS vesicle-bound % | GPR35 antagonists | Salmonella PhoP GFP | GPR55 LPI antagonism | NTR1 ag | NTR1 ag cell count 20 µM | KOR beta-arrestin-1 | GPR55 beta-arrestin | West Nile antiviral | KOR beta-arrestin-2
NCCN1C(=O)S/C(=C\c2ccc3c(c2)OCO3)C1=O
    i | 62 | 7% | 1% | -2% | 2.0 | 80 | -3.4% | -0.1% | -0.3% | 30%
Cc1[nH]c2ccccc2c1C(=O)CSc1ncn[nH]1
    i | 39 | 0% | 2% | 6% | 1.3 | 71 | 6.0% | 0.2% | 0.0% | 16%
O=C(Nc1ccc2c(c1)OCCO2)C(=S)NCc1ccccc1
    i | 2 | 6% | 5% | -5% | 4.2 | 67 | -1.4% | 0.6% | 0.0% | -21%
CN(C)C(=O)c1snnc1-c1ccccc1
    i | 22 | 1% | -12% | 1% | 0.6 | 51 | 0.2% | -0.1% | 0.1% | 14%
CC1=CC(C)(C)Nc2ccc(OC(=O)CN3C(=O)c4ccccc4C3=O)cc21
    i | 11 | 11% | 2% | 9% | -1.9 | 68 | -2.7% | -0.2% | -2.6% | 19%
CC(C)(C)N(Cc1cc2ccccc2[nH]c1=O)C(=O)c1cccc([N+](=O)[O-])c1
    i | 23 | -3% | -6% | -1% | 3.7 | 60 | 1.5% | -0.3% | -0.7% | 8%
COC(=O)c1ccc(CSc2ccc3nnc(-c4cccc(F)c4)n3n2)o1
    i | 30 | 0% | 3% | -1% | 5.4 | 59 | -4.7% | 0.2% | 1.6% | -4%
CC(C)Cn1c(N)c(C(=O)CCl)c(=O)n(C)c1=O
    nt | nt | -14% | 0% | 4% | 0.2 | 98 | 0.1% | -0.3% | -0.9% | 11%
CC(=O)c1cccc(NC(=O)CN2C(=O)c3ccccc3C2=O)c1
    i | 65 | -7% | 5% | 14% | 0.1 | 64 | 0.2% | 0.6% | 0.0% | -5%
COc1ccccc1C(=O)Nc1ccc(C(=O)N2CCCC2)cc1
    i | 23 | -4% | 9% | -4% | 0.4 | 75 | -0.6% | -0.1% | -0.2% | -14%
Cc1ccc(S(=O)(=O)NC(=O)c2ccc(-c3ccc(-c4ccccc4)cc3)o2)c(C)c1
    i | 6 | 0% | -4% | -3% | 8.2 | 104 | -1.3% | 0.2% | -0.7% | -40%
CN(C(=O)Nc1ccccc1)n1cnc2ccccc2c1=O
    i | 20 | 7% | -5% | 3% | -0.2 | 42 | 2.8% | 0.3% | -0.2% | -4%
NS(=O)(=O)c1ccc(NC(=O)COC(=O)C23CC4CC(CC(C4)C2)C3)cc1
    i | 46 | -6% | 10% | 1% | 2.9 | 76 | 1.9% | -0.2% | 0.9% | nt
Cc1nn(C(=O)c2cccc([N+](=O)[O-])c2)c(C)c1Cl
    i | 26 | 5% | nt | 2% | -0.1 | 86 | -17% | -0.1% | -1.0% | 23%
Cc1ccc2[nH]c(=O)cc(C(=O)OCC(=O)c3ccc(F)cc3)c2c1
    i | 29 | -2% | -4% | 5% | -0.6 | 58 | 0.4% | -0.2% | 0.2% | -29%
CCOC(=O)c1c(C(F)(F)F)nc2ncccn12
    i | 42 | 0% | -5% | -6% | 0.4 | 68 | -7.2% | 0.3% | -0.2% | -4%
COC(=O)CSc1nc2c(c(C3CC=CCC3)c1C#N)CCC2 (centres undefined)
    i | 30 | -14% | 6% | 27% | 4.8 | 34 | -0.1% | -0.4% | 0.5% | 4%
COCCCN(C(=S)Nc1c(C)cc(C)cc1C)C(C)c1ccncc1 (centres undefined)
    i | 46 | -7% | -3% | 5% | 0.1 | 44 | 1.3% | 0.5% | -0.9% | 21%
CCOc1ccc(-c2n[nH]c(C)c2-c2ccccn2)c(O)c1
    i | 33 | 0% | -5% | 17% | 1.1 | 54 | -3.7% | -0.2% | 0.0% | 2%
CCOc1ccc(CCNS(=O)(=O)c2c(C)nc3scc(C)n3c2=O)cc1OCC
    i | 24 | 12% | 8% | 6% | 0.1 | 50 | 2.4% | 0.6% | -0.1% | -31%
O=C(CNCc1cccs1)Nc1cc(S(=O)(=O)N2CCCC2)ccc1Cl
    i | 33 | 2% | -1% | 0% | 1.0 | 70 | 5.6% | 0.0% | 0.3% | 7%
Cc1cc(C)cc(NC(=O)c2cccc(NC(=O)C3C4CC5OC(=O)C3C5C4)c2)c1 (centres undefined)
    i | 17 | -8% | 5% | -6% | 1.9 | 62 | -4.5% | -0.1% | 0.0% | -4%
Nc1nc(SCc2ccc(Cl)cc2Cl)nc2nc3c(cc12)CCCC3
    i | 6 | 1% | 27% | -4% | 23 | 54 | 3.7% | -0.2% | -1.7% | -16%
COc1ccc(NC(=O)c2[nH]c(C)c(C(C)=O)c2C)cc1S(=O)(=O)Nc1ccc(Br)cc1
    i | 32 | 4% | -7% | -3% | 11 | 61 | -2.1% | 0.2% | -1.2% | -9%
O=C(NC(=S)Nc1ccc(CN2CCOCC2)cc1)c1ccc(-c2ccc(Br)cc2)o1
    i | 30 | -2% | -8% | 13% | 1.9 | 49 | 1.7% | 0.2% | -1.1% | -15%
Cc1ccc(NC(=S)Nc2c(C)n(C)n(-c3ccccc3)c2=O)cc1Cl
    i | 35 | 28% | 1% | 3% | -1.2 | 50 | 0.2% | 0.6% | -0.8% | 16%
COc1ccc(NC(=O)/C(C#N)=C/c2ccc(Br)o2)cc1
    i | 21 | 11% | -10% | -10% | 3.1 | 50 | -1.3% | 0.3% | -0.2% | -40%
CN(C)c1ccc(N/C=C/C(=O)C(F)(F)F)cc1
    i | 52 | 6% | -7% | -5% | -0.3 | 53 | -0.6% | -0.2% | 0.4% | 16%
Cc1ccc(NC(=O)CNC(=O)Cc2cccc3ccccc23)nc1
    i | 59 | -11% | -7% | 3% | 0.8 | 48 | 3.1% | -0.1% | 0.1% | -22%
CCc1ccc(NC(=O)CCCn2nc(CC)n3c(cc4occc43)c2=O)cc1
    i | 4 | -7% | -8% | 7% | 3.6 | 62 | 1.8% | 0.3% | -0.5% | -2%
COCCN(Cc1cc2cccc(C)c2n2nnnc12)C(=O)C(F)(F)F
    i | 35 | 2% | 7% | -9% | 1.1 | 60 | 5.3% | 1.5% | -0.6% | 0%
CCC1(C)C(Nc2c(C)cccc2C)=NC(=S)N1c1ccc(NC(C)=O)cc1 (centres undefined)
    i | 56 | 6% | -12% | 4% | -0.8 | 62 | -5.0% | -0.2% | -0.5% | -26%
CCOc1ccccc1N(CC(=O)NC1CCCCC1)C(=O)c1nsc(Cl)c1Cl
    i | 42 | 12% | -2% | 14% | 1.3 | 95 | nt | -0.1% | -1.7% | -9%[20 µM]
O=C(c1cc(F)ccc1F)C1CCCN(C(=O)CCCN2CCCCC2=O)C1 (centres undefined)
    i | 53 | 1% | 3% | 9% | -1.5 | 96 | nt | -0.2% | -0.3% | 21%
CCCCn1c(=O)c(CCC(=O)OCC(=O)Nc2cccc3ccccc23)nc2ccccc21
    i | 6 | -6% | -2% | -2% | 4.0 | 64 | 2.7% | 0.2% | 0.3% | -22%
COc1ccc2nc(NC(=O)Cc3cccs3)sc2c1
    i | 25 | 12% | 13% | 3% | 0.3 | 34 | -5.5% | 0.0% | 0.6% | 12%
Cc1cc(C(F)F)n2ncc(C(=O)NCc3ccccc3C(F)(F)F)c2n1
    i | 34 | 0% | 10% | -2% | 2.6 | 39 | 1.7% | 0.3% | -0.6% | 6%
O=C(CN(CCCN1CCOCC1)C(=O)Cn1nnc(-c2ccc(F)cc2)n1)NC1CCCCC1
    i | 27 | -11% | 9% | -1% | -1.0 | 72 | 3.5% | -0.3% | -0.4% | -24%
CCCCOc1cccc(/C=C(\C#N)C(=O)NC2CC2)c1
    i | 5 | 7% | -1% | -11% | 7.1 | 30 | 1.0% | -0.1% | -0.2% | 4%
Cc1cc2c(cc1S(=O)(=O)N(C)Cc1ccccc1)n(C)c(=O)c(=O)n2C
    i | 45 | 12% | nt | 6% | -1.9 | 41 | -5.0% | -0.3% | -0.7% | -6%[20 µM]
COc1ccc(C2CC2/C(=N/O)c2ccccn2)cc1 (centres undefined)
    i | 37 | -3% | 5% | 4% | 1.3 | 43 | 0.4% | 0.6% | -0.7% | 12%
CCc1ccccc1NC(=O)C(C#N)Cc1cccnc1 (centres undefined)
    i | 40 | -9% | 6% | 2% | -1.2 | 95 | 5.8% | 0.1% | -0.4% | -22%
CN1CCCN(C(=O)CSc2ccccc2)CC1
    i | 56 | -3% | 3% | -5% | -0.5 | 52 | 3.7% | -0.4% | -0.2% | -26%[20 µM]
CCO[C@H]1OC(C(=O)N2CCCCCCC2)=C[C@@H](C)[C@@H]1CCCO
    i | 50 | -17% | 4% | -8% | 0.9 | 60 | -0.3% | -0.2% | nt | -25%
COc1ccc(/C=C/C(=O)NCC(=O)N/N=C(\C)Cc2ccccc2)cc1
    i | 15 | 2% | -6% | -5% | 0.3 | 49 | -3.2% | 0.0% | 0.1% | -4%
CCSc1nc(-c2ccc(OC)cc2)cc(-c2ccccc2)c1C#N
    i | 52 | -8% | -9% | 9% | 6.7 | 50 | -4.3% | -0.1% | -0.7% | -2%
S=c1[nH]ncn1/N=C/c1ccccn1
    i | 28 | 10% | 4% | -6% | -0.9 | 78 | -3.3% | -0.1% | -0.4% | -21%
CCC1SC2=NC(C)=C(C(=O)OC)C(c3ccc(C(=O)OC)cc3)N2C1=O (centres undefined)
    i | 20 | 8% | -9% | -14% | -0.4 | 64 | -3.6% | -0.1% | -0.1% | 18%

Quoted from the results shown (four entries):
The line under a structure holds: T cell HTS | T cell HTS vesicle-bound % | GPR35 antagonists | Salmonella PhoP GFP | GPR55 LPI antagonism | NTR1 ag | NTR1 ag cell count 20 µM | KOR beta-arrestin-1 | GPR55 beta-arrestin | West Nile antiviral | KOR beta-arrestin-2
NCCN1C(=O)S/C(=C\c2ccc3c(c2)OCO3)C1=O
    i | 62 | 7% | 1% | -2% | 2.0 | 80 | -3.4% | -0.1% | -0.3% | 30%
Cc1[nH]c2ccccc2c1C(=O)CSc1ncn[nH]1
    i | 39 | 0% | 2% | 6% | 1.3 | 71 | 6.0% | 0.2% | 0.0% | 16%
O=C(Nc1ccc2c(c1)OCCO2)C(=S)NCc1ccccc1
    i | 2 | 6% | 5% | -5% | 4.2 | 67 | -1.4% | 0.6% | 0.0% | -21%
CN(C)C(=O)c1snnc1-c1ccccc1
    i | 22 | 1% | -12% | 1% | 0.6 | 51 | 0.2% | -0.1% | 0.1% | 14%
